Bioassay records from PubChem.
NS5 inhibitors: flavivirus cap methylation enzyme inhibition – biochemical, confirmation dose response, primary screen (AID 588689); Dengue-2 NS5 methyltransferase capping enzyme assay, biochemical; higher % means a stronger effect; inhibition, % at 25 µM, or IC50 in µM where a hit was titrated; 340,000 tested, 0.3% active; in the data active = a potency from the dose series
NS5 inhibitors pilot replicate: also measured in NS5 inhibitors; calls as there; inhibition, %; measured here: pilot screen replicate inhibition
The depositor's hits bear a star.

SMILES	NS5 inhibitors	others
O=C(COC(=O)c1ncc(Cl)c(Cl)c1Cl)NCc1ccccc1	-2.6%
CCC1CCC/C1=N\NC(=O)c1ccc(Cl)cc1 (stereo not given)	-2.3%
Cc1ccc(NS(=O)(=O)c2cccc(C(=O)NCc3ccccn3)c2)cc1	-13.9%
OC[C@H]1O[C@H](OC[C@H]2OC(O)[C@H](O)[C@@H](O)[C@@H]2O)[C@H](O)[C@@H](O)[C@@H]1O (stereo not given in full)	-7.3%
CC(=O)N1CCN(C(=O)c2ccc(-c3ccccc3Cl)o2)CC1	-15.3%
CC(OC(=O)c1ccc(-n2cnnn2)cc1)C(=O)Nc1ccc(F)c(F)c1F (stereo not given)	10.1%
CCn1c2ccccc2c2cc(NC(=O)c3cccc([N+](=O)[O-])c3)ccc21	-7.1%
COc1ccc2nc3n(c(=O)c2c1)-c1ncccc1C(=O)NC3Cc1ccccc1 (stereo not given)	-7.5%
O=S1(=O)c2ccc(Br)cc2N2CCC[C@@H]2CN1C1CC1	-1.9%
O=C1N[C@@H](Cc2ccccc2)COC(=O)[C@H](Cc2ccc(F)cc2)C/C=C\C[C@H]1CC(=O)N(CCO)Cc1ccccc1	-7.3%	NS5 inhibitors pilot replicate=-4.3

Pulled by compound from the list above:
SMILES	NS5 inhibitors	others
O=C1N[C@@H](Cc2ccccc2)COC(=O)[C@H](Cc2ccc(F)cc2)C/C=C\C[C@H]1CC(=O)N(CCO)Cc1ccccc1	-7.3%	NS5 inhibitors pilot replicate=-4.3
O=C(COC(=O)c1ncc(Cl)c(Cl)c1Cl)NCc1ccccc1	-2.6%
Cc1ccc(NS(=O)(=O)c2cccc(C(=O)NCc3ccccn3)c2)cc1	-13.9%
CCn1c2ccccc2c2cc(NC(=O)c3cccc([N+](=O)[O-])c3)ccc21	-7.1%
COc1ccc2nc3n(c(=O)c2c1)-c1ncccc1C(=O)NC3Cc1ccccc1 (stereo not given)	-7.5%
CCC1CCC/C1=N\NC(=O)c1ccc(Cl)cc1 (stereo not given)	-2.3%

Next section.
SMILES	NS5 inhibitors	others
CC1=CC(=O)Nc2ccccc2S1	-14.7%
CCN(CC)c1ccc(S(=O)(=O)N2CCOCC2)cc1NC(=O)COC(=O)C1=COCCO1	0.0%
O=S(=O)(/N=C(/Nc1nccs1)c1ccc(F)cc1)c1ccccc1	-4.0%
CCc1nnc(NC(=O)c2oc3ccccc3c2COC(C)C)s1	-5.0%
Cc1nnc2ccc(-c3ccc(NS(=O)(=O)c4ccccc4[N+](=O)[O-])cc3)nn12	3.0%
CC1CCCN(C(=O)c2ccc3ncsc3c2)C1 (stereo not given)	1.4%
CC1CCCCN1C(=O)COC(=O)C1CCN(S(=O)(=O)c2ccc(Cl)c(C(F)(F)F)c2)CC1 (stereo not given)	-1.5%
O=C(CN1C(=O)NC2(CCCC2)C1=O)NNC(=O)c1ccc(Br)cc1	-5.2%
Cc1cccc(COc2ccccc2C(=O)N(C)CC(=O)Nc2cccc(F)c2)c1	3.3%
CCN(C(=O)COC(=O)C1CCC(C(C)(C)C)CC1)c1c(N)n(Cc2ccccc2)c(=O)[nH]c1=O (stereo not given)	-5.8%
CC(=O)Nc1nc(-c2ccccc2)cc(-c2ccco2)c1C#N	-10.9%
COc1ccc(CNC(=O)c2ccccc2NC(=O)C2=C(C)OCCS2)cc1	1.7%
CN(CC(=O)Nc1ccccc1Cl)C(=O)COC(=O)C1CC1	-2.9%
C[C@H](CO)N1C[C@H](C)[C@@H](CN(C)Cc2ccc3c(c2)OCO3)Oc2c(NS(=O)(=O)c3cn(C)cn3)cccc2C1=O	-0.8%
COc1cc(/C=C/C(=O)O)ccc1OS(=O)(=O)c1c(C)c(C)cc(C)c1C	4.5%
CN(Cc1ccc2nsnc2c1)C(=O)C1CCC(=O)N(CCc2ccccc2)C1 (stereo not given)	-0.6%
COc1ccc(Cl)cc1NS(=O)(=O)c1cccc(C(=O)N2CC(C)OC(C)C2)c1 (stereo not given)	-9.3%
CN(C)S(=O)(=O)c1ccc(N2CCCC2)c(C(=O)OCC(=O)NC2(C#N)CCCCC2)c1	5.9%
COc1cccc(-n2cnc3sc(-c4ccccc4)cc3c2=O)c1	-10.3%
CC(=O)Nc1ccc(SCCN2CC[C@@H](C(C)(C)C)CCC2=O)cc1	-2.4%
CCC1(c2ccccc2)NC(=O)N(CC(=O)Nc2ccc(Cl)c(S(=O)(=O)N3CCCCC3)c2)C1=O (stereo not given)	0.0%
Cc1ccc(C)c(Sc2ccc(NC(=O)CCN3C(=O)NC4(CCCC4)C3=O)cc2)c1	1.5%
COc1ccc(OC)c(NC(=O)COC(=O)CCc2ccc(S(=O)(=O)N3CCOCC3)cc2)c1	-3.1%
CC1CCCC(NC(=O)CN2CCN(S(=O)(=O)c3cccs3)CC2)C1C (stereo not given)	-8.2%
CNC(=O)COC(=O)C1CCN(S(=O)(=O)c2ccc3c(c2)OCCO3)CC1	3.6%
CCc1c(N=O)c(-c2ccccc2)n(O)[n+]1[O-]	-5.2%
O=C(/C=C/c1cccc(C(F)(F)F)c1)OCC(=O)N1CCN(c2ccccc2)CC1	12.1%
C=C[C@H](CC(C)C)N(Cc1ccccc1)S(=O)(=O)N(Cc1ccccc1)[C@@H](C=C)CC(C)C	-2.1%
CN(C(=O)c1ccc(NC(=O)Cc2cccc(NC(=O)C3CCN(C(=O)C4CCCCC4)CC3)c2)cc1)C1CC1	-5.2%
CCOC(=O)C1=C(COC(=O)C(CC)Oc2ccccc2)NC(=O)NC1C (stereo not given)	-2.9%
NS(=O)(=O)c1ccc(CNC(=O)c2ccc(S(=O)(=O)NCc3ccco3)cc2)cc1	3.0%
Cc1ccc(S(=O)(=O)NCCC(=O)N2CCOCC2)cc1C	-3.6%
Cc1c(S(=O)(=O)Nc2cccc3ccccc23)c(=O)n(C)c(=O)n1C	-0.7%
COc1ccccc1N(C)S(=O)(=O)c1ccc(C(=O)Nc2ncc(C)s2)cc1	-3.0%
CC[C@]1(C(=O)OC)[C@H]2C(=O)N(Cc3ccccc3)C(=O)[C@H]2[C@H]2CN=C(SCC3CC3)N21	-2.6%	NS5 inhibitors pilot replicate=-0.6
COc1ccc(-c2cn3nc(C)c(C)nc3n2)cc1OC	-0.7%
CC1CCN(S(=O)(=O)c2ccc(C(=O)OC(C)C(=O)N(C)C3CCCCC3)cc2)CC1 (stereo not given)	-6.5%
COc1ccc(CN2CCC[C@]3(N[C@H](c4ccccc4)[C@@H]4C(=O)N(Cc5ccccc5)C(=O)[C@@H]43)C2=O)cc1	-0.6%
CC(=NO)C1CCC2C3CCC4=CC(=NO)CCC4(C)C3C(=O)CC12C (stereo not given)	0.8%
C#CCCC(=O)c1ccccc1/C=[N+](\[O-])c1ccccc1	-3.2%
O=C(CCS(=O)(=O)c1ccccc1Cl)NC1CCCCCC1	-9.9%
COc1ccc(S(=O)(=O)N2CCOC23CCN(S(=O)(=O)c2ccc(Cl)cc2)CC3)cc1	-2.2%
CSc1cc(-c2ccco2)oc1C(=O)c1ccco1	-3.8%
Cc1ccc(NC(=O)COC(=O)CN2C(=O)NC3(CCCC3)C2=O)cc1F	-1.9%
Cc1cccc(N2CCN(C(=O)c3cccc(S(=O)(=O)N4CCCCC4)c3)CC2)c1C	3.9%
Cc1cc(NC(=O)COc2coc(CN3CCN(c4ccccc4F)CC3)cc2=O)no1	2.2%
O=C(NC(=S)Nc1ccccc1Br)C1CCCCC1	6.9%
CCOc1ccc(-n2ccnc(SCC(=O)Nc3ccc(CC)cc3)c2=O)cc1	2.2%
CSc1ncnc2[nH]ncc12	10.5%
CSCC[C@H]1COC[C@@H](Cc2ccccc2)N1c1ccccc1	-3.3%
Next structures
SMILES	NS5 inhibitors	others
O=C(Cc1ccc(NC(=O)C2CCN(C(=O)C3CC3)CC2)cc1)Nc1cccc(C(=O)N2CCCC2)c1	-5.6%	NS5 inhibitors pilot replicate=-3.3
Cn1cccc1C1CCCN1CC(=O)Nc1c(Cl)cc(Cl)cc1Cl (stereo not given)	-4.0%
Nc1c(Cl)cc(C2=NCCn3c2c2ccc([N+](=O)[O-])cc2[n+]3[O-])cc1Cl	5.0%
[O-][n+]1ccc(CC(O)(C(F)(F)F)C(F)(F)F)cc1	-1.7%
CCOc1ccc(OCCC(=O)OCC(=O)Nc2cc(OCC)c(N3CCOCC3)cc2OCC)cc1	-7.4%
COC(=O)C1=C(C(=O)OC)[C@]2([C@H]3CC=CCN[C@@H](Cc4ccccc4)C(=O)N3Cc3ccccc3)C=C[C@H]1O2	-7.1%
CCCCNc1ccc(C(F)(F)F)cc1S(=O)(=O)NCCc1ccc(F)cc1	-7.6%	NS5 inhibitors pilot replicate=5.4
CC(C)C[C@H]1CNC(=S)N1CC1CCN(CCC2CCCC2)CC1	2.0%	NS5 inhibitors pilot replicate=1.5
CCSCC(C)(C)n1[nH]c2ccccc2c1=O	2.2%
Cn1cc(S(=O)(=O)N2CCCC2)cc1C(=O)O	0.8%

The final 5 entries of the part above lead into the next:
SMILES	NS5 inhibitors	others
COC(=O)C1=C(C(=O)OC)[C@]2([C@H]3CC=CCN[C@@H](Cc4ccccc4)C(=O)N3Cc3ccccc3)C=C[C@H]1O2	-7.1%
CCCCNc1ccc(C(F)(F)F)cc1S(=O)(=O)NCCc1ccc(F)cc1	-7.6%	NS5 inhibitors pilot replicate=5.4
CC(C)C[C@H]1CNC(=S)N1CC1CCN(CCC2CCCC2)CC1	2.0%	NS5 inhibitors pilot replicate=1.5
CCSCC(C)(C)n1[nH]c2ccccc2c1=O	2.2%
Cn1cc(S(=O)(=O)N2CCCC2)cc1C(=O)O	0.8%
CN(C(=O)COC(=O)c1n[nH]c(=O)c2ccccc12)c1ccccc1	-7.0%
CC1=C(C(=O)N(C)C)CC(CC(=O)NCCN2CCOCC2)C(=O)N1CCC1=CCCCC1 (stereo not given)	7.4%
Cc1cc(C)c(C)c(S(=O)(=O)N2CCN(C(=O)CNC(=O)c3ccco3)CC2)c1C	-11.1%
C=CCC[C@H](Cc1ccc(F)cc1)C(=O)OC[C@H](Cc1c[nH]c2ccccc12)NC(=O)[C@H](CC=C)CC(=O)N[C@H](CO)Cc1ccccc1	-7.2%
Cc1cc(C)cc(C(=O)OCC(=O)N2CCCCCC2)c1	6.2%
CCN(CC)C(=O)c1[nH]cnc1C(=O)N[C@H](C)c1ccccc1	-4.8%
C[C@H]1CN(S(=O)C(C)(C)C)[C@@H](CCO)/C1=C\CCO (stereo not given in full)	-2.0%	NS5 inhibitors pilot replicate=2.7
N#Cc1c2c(c(Nc3ccc(F)cc3)n3c1nc1ccccc13)CCCC2	-1.6%
CN(Cc1ccco1)c1ncnc2ccc(-c3ccc4c(c3)OCO4)cc12	1.2%
O=C(CSc1ccc2c(c1)OCCO2)Nc1ccccc1	-0.6%
c1ccc2ncccc2c1	3.6%
COCCn1c(-c2ccc(C)cc2)nc2c(c(=O)c3ccccc3n2C)c1=O	-0.6%
O=c1[nH][nH]c2cc([N+](=O)[O-])ccc12	3.9%
Cc1cn(C2CCCCC2)c(=O)n(-c2ccccc2)c1=O	3.1%
O=C(CN1C(=O)c2cccc([N+](=O)[O-])c2C1=O)OCC(=O)N1CCCCC1	-8.0%
CCOC(=O)[C@H]1[C@H]2COc3ccc(C)cc3[C@@H]2N2C(=O)c3ccccc3NC(=O)[C@@]12C	-5.6%
COc1ccc(-c2ccc(NC(=O)c3ccco3)cc2)nn1	-11.6%
CC(Sc1nnc(N)s1)C(=O)Nc1ccc2c(c1)OCO2 (stereo not given)	-5.9%
CC(C)c1ccc(NC(=O)CSc2nc(=O)n(CCCN3CCOCC3)c3c2CCC3)cc1	-3.6%
C[C@@H]1COC(=O)[C@H](NC(=O)OCC2c3ccccc3-c3ccccc32)C/C=C\C[C@@H](CC(=O)N[C@@H](CO)Cc2ccccc2)C(=O)N1	7.7%
CCOC(=O)C1=CC[C@@H](c2cc3cc(OC)ccc3n2C)N(S(=O)(=O)c2ccc(C)cc2)[C@H]1C(=O)OCC	-2.4%
CCOC(=O)c1[nH]c(C)c(C(=O)OCC(=O)NCc2ccc(OC)cc2)c1C	-3.7%
CC(OC(=O)c1cc(=O)[nH]c2ccccc12)C(=O)N1C(C)CCCC1C (stereo not given)	-2.2%
CC(=O)Nc1ccc(S(=O)(=O)N(C)c2ccc(OCCOc3ccccc3F)cc2)cc1	8.1%
O=C(O)C(Cc1ccccc1)N1C(=O)C2C3CCC(C3)C2C1=O (stereo not given)	-4.0%
O=S(=O)(c1ccccc1)[C@@]1(c2ccccc2)C[C@@H]2ON=C(c3cccc(Br)c3)[C@@H]2C1	2.1%
CCN(Cc1ccccc1)C(=O)Cc1ccc(OC)c(S(=O)(=O)N2CCOCC2)c1	-2.2%
O=C(Cc1cccc(NC(=O)C2CCCN(C(=O)C3CCCC3)C2)c1)Nc1ccc(C(=O)N2CCCCC2)cc1 (stereo not given)	3.3%	NS5 inhibitors pilot replicate=2.7
CC(C)C[C@H]1CN=C(Nc2ccccc2)N1CC1CCCCCC1	-4.9%
Cc1ccc(N(C)S(=O)(=O)c2cccc(C(=O)Nc3ccc(N4CCOCC4)cc3)c2)cc1	2.6%
Cc1nc(SCc2nc3ccc(F)cc3[nH]2)c2oc3ccccc3c2n1	-10.7%
O=C(COC(=O)CCC(=O)c1ccc(F)cc1)NCc1ccccc1Cl	-0.8%
Cc1cccc(C(=O)Nc2cc(S(=O)(=O)N3CCOCC3)ccc2N2CCCC2)c1	2.2%
CCc1cc(=O)[nH]c(SCC(=O)Nc2ccc3c(c2)OCCO3)n1	-0.7%
NC(=O)NO	-0.7%
CCCCn1c(N)c(N(CC(C)C)C(=O)c2ccc(-n3c(C)ccc3C)cc2)c(=O)[nH]c1=O	0.7%
Cc1c(NS(=O)(=O)c2cccc(C(=O)NCc3cccc(Cl)c3)c2)c(=O)n(-c2ccccc2)n1C	-8.8%
CC(=O)c1ccc(S(=O)(=O)NC2CC(=O)N(c3ccc(C)cc3)C2)cc1 (stereo not given)	10.9%
CCN(CC)CCCCCCCCOC(=O)c1cc(OC)c(OC)c(OC)c1	-6.6%
Cc1cccc(C(=O)OCC(=O)N2CCN(C(=O)c3ccco3)CC2)c1O	5.0%
COc1ccc(S(=O)(=O)N2CCOCC2)cc1NC(=O)Cc1cccs1	-1.5%
CCCCCCSc1ccc([C@H]2N[C@@](CC(C)C)(C(=O)OC)[C@H]3C(=O)N(C)C(=O)[C@@H]23)cc1OC	-0.8%
C[C@@H]1CNC(=O)c2c(C(=O)N[C@H](C)c3ccccc3)ncn21	9.1%

These rows are one share of the data. The share of hits here may be higher or lower than overall.
